# Screens as filed in PubChem.
# BRCT inh green = blocks human BRCA1 BRCT binding to phosphopeptide, green readout | 0.05% of 75,000 active | BRCA1 BRCT-phosphopeptide binding, green fluorescence polarization | Potency, µM (top dose mostly 76.9 µM), inactives show at the top dose activity change, negative = inhibition, usual class: inhibitors;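 further: potency means the concentration at half of the fitted maximal effect; plate controls were peptide without protein for full effect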
#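 Fluorescence polarization: His-tagged BRCT (~35 kDa BRCA1 C-terminus, 250 nM) bound to 100 nM fluorescein-labeled phosphorylated 10-aa BACH1 peptide, pH 7.3 phosphate buffer with DTT and Tween 20. Compounds incubated 12 min at room temperature; inhibition read as lowered polarization.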
# BRCT inh red = inhibitors of human BRCA1 BRCT-phosphoprotein interaction (red fluorophore) | Potency, µM (series often up to 76.9 µM), inactives show top-dose activity change, negative = inhibition, most hits filed as inhibitors | 0.03% of 75,000 active | P38398 | BRCT-phosphopeptide binding, red fluorescence polarization; further: on the % scale 0 is the no-effect control and ±100 the full control effect
#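 Fluorescence polarization: 100 nM His-tagged BRCA1 BRCT with 100 nM TAMRA-labelled phospho-BACH1 decapeptide, phosphate buffer pH 7.3 with 150 mM NaCl, DTT, 0.01% Tween 20; 12 min RT. Binding inhibition seen as FP decrease.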
# Hsp90 Hop PPI = changes Hsp90-Hop TPR2A binding signal, up or down; AlphaScreen TPR2A-His6 binding biotin-Hsp90 C-terminal peptide; Potency, µM (highest dose often 57 µM), inactives show top-dose activity change, negative = inhibition; 0.44% of 71,000 active; active means well fitted curve in either direction with a large enough effect; inconclusive means small, poorly fitted or top-dose-only effect, or another doubt; further: potency means the concentration at half of the fitted maximal effect; on the % scale 0 is the no-effect control and ±100 the full control effect; many of its hits are not listed in these tables
# DNA Pol III inh = DNA polymerase III holoenzyme inhibition | reconstituted DNA polymerase III holoenzyme replication, biochemical | Potency, µM (titrated, usually from 57.1 µM), without a hit: at the top dose activity change, negative = inhibition | AID 603 | 0.25% of 71,000 active; further: potency means the concentration at half of the fitted maximal effect; on the % scale 0 is the no-effect control and ±100 the full control effect
#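 Reconstituted *E. coli* holoenzyme (0.35 nM Pol III, 1 nM beta, 154 nM SSB, 2 nM primase) was preincubated with compound for 15 min at RT. Synthesis on 1.4 nM ssM13Gori ran 35 min, then was stopped with PicoGreen/EDTA and read as dsDNA fluorescence.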
# CRE-bla Fsk = modulators of forskolin-stimulated CRE signaling in CHO cells; CHO CRE-bla reporter (cAMP response element driving beta-lactamase), forskolin EC10, beta-lactamase ratio; Potency, µM (highest dose often 38.2 µM), for inactives: at the highest dose activity change, negative = inhibition, actives largely listed as activators; 2.5% of 71,000 active; AID 662; active means well fitted activation curve with a large enough effect in the signal ratio, with a control signal flat, not every such curve was filed as active; inconclusive means small, poorly fitted or top-dose-only effect, or effect the other way, or a change in a side signal; the % refers to the signal ratio; further: potency means the concentration at half of the fitted maximal effect; % of control where 0% means no effect
#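 The 460nm/530nm emission ratio after CCF4 loading defined %Activity, from which AC50 values were obtained. CRE-bla CHO cells received compound dilution series together with an EC10 level of NKH 477 for 3 hours at 37 degrees Celsius.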
# 15-hLO inh = inhibitors of human 15-lipoxygenase (ALOX15) | 1.4% of 74,000 active | Potency, µM (titrated, usually from 57.1 µM), for the others: at the top dose activity change, negative = inhibition, most hits filed as inhibitors | purified 15hLO-1, xylenol orange hydroperoxide absorbance | P16050 | AID 887; further: potency means the concentration at half of the fitted maximal effect; on the % scale 0 is the no-effect control and ±100 the full control effect; nearly all actives have a fitted effect of over 55% in size
# Target sequence (P16050 whole entry, looked up): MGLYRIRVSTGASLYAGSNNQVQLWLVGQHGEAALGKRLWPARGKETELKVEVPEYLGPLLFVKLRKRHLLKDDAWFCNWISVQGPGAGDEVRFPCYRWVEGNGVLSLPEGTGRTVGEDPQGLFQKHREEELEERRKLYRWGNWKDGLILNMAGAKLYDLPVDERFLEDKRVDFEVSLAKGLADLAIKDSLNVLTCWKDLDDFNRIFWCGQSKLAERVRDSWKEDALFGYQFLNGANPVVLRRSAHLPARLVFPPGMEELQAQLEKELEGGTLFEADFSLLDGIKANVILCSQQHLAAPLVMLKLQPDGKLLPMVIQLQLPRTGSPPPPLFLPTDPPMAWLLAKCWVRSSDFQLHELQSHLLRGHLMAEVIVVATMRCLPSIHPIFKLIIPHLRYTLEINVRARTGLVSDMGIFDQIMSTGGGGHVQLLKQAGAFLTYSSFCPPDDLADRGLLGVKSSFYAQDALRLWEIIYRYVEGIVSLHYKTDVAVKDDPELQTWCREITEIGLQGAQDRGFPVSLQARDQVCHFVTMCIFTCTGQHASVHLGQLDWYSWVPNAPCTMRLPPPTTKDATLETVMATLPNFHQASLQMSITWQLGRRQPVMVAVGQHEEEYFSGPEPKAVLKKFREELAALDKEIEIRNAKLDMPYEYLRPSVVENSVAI
#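 Hydroperoxide formed from arachidonic acid (50 uM) by purified human 15hLO-1 (40 nM) oxidizes ferrous iron, and the ferric-xylenol orange complex is read at 573 versus 405 nm. Compounds were preincubated 15 min; reaction ran 6 min at room temperature.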
# Ub-GFP proteasome = proteasome inhibitors stabilizing ubiquitin-GFP reporter. Ubiquitin-GFP reporter cells, proteasome inhibition, GFP fluorescence; response scale: untreated = 0%, 10 µM MG-132 = 100%. Potency, µM (titrated, usually from 45.9 µM), for the others: top-dose activation (GFP accumulation), actives largely listed as activators. 67,000 tested, under 10 active. AID 526; active means well fitted activation curve with a large enough effect, not every such curve was filed as active; inconclusive means small, poorly fitted or top-dose-only effect, or another doubt; inactive means no such curve, though single readings can be large or run the other way; further: potency means the concentration at half of the fitted maximal effect
#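 Reporter cells (U2OS, ubiquitin-G76V-GFP fusion) are plated overnight, then treated 4 hr at 37 °C with compound titrations from 46 uM down to 2.9 nM. Activity is scaled against untreated cells and 10 uM MG-132.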
# GFP derepression = derepresses silenced GFP locus in mouse C127i cells; Potency, µM (titrated, usually from 46.1 µM), for the others: at the top dose GFP derepression (activation); 0.09% of 68,000 active; mouse C127i GFP locus derepression, cytometry, 30 h; further: % of control where 0% means no effect
#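 Locus derepression in mouse mammary C127i cells whose integrated CMV-GFP reporter is normally silent; GFP expression after 30 h compound treatment was quantified by counting fluorescent cells.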
# A350 fluor = compound fluoresces in the Alexa 350 spectral region; AID 590; max dye-equivalent concentration, M; Compound autofluorescence, 340/450 nm, Alexa 350 dye-equivalents; stronger effect = higher value; 11% of 59,000 active; in the data active means max dye-equivalent concentration above about 10 nM; inconclusive means mostly about 1.1 nM to 9.6 nM
# 4MU fluor = compound fluoresces in the 4-MU spectral region; compound autofluorescence, 340/450 nm, 4-MU equivalents; stronger effect = higher value; max dye-equivalent concentration, M; 11% of 59,000 active; AID 589; in the data active means max dye-equivalent concentration above about 10 nM; inconclusive means mostly about 1.1 nM to 9.6 nM
#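 Intrinsic fluorescence at 340/450 nm (ex/em) was read after 15 min at room temperature in pH 8.0, 100 mM Tris. Each compound concentration expressed as 4-MU-equivalent concentration from a six-point 4-MU standard series on each plate.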
# HBB splicing = hemoglobin beta splicing modulation; HBB splicing reporter cell assay, activation; EGFP reporter with mutant IVS2-654 intron; response scale: normalised to 500 nM splice-correcting PNA; Potency, µM (top dose mostly 46.1 µM), without a hit: at the highest dose activation, actives largely listed as activators; 0.06% of 65,000 active; further: potency means the concentration at half of the fitted maximal effect; 0% is about no effect
#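 HeLa cells stably expressing EGFP interrupted by mutant beta-globin intron 2 (IVS2-654), 500/well in 2% FCS. Treated with compound for 2 days at 37C. Splicing correction scored as total well GFP intensity (488 nm excitation, 500-520 nm emission); 500 nM antisense PNA served as control.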
# Starred values were filed as active, the others as inactive; i = inactive; ? = inconclusive; nt = not tested or not shown; [ ] = dose if it differs, or a comment. Unless noted, the call rests on the fitted dose curve; in most records, active means well fitted curve in the direction sought with a large enough effect; inconclusive means small, poorly fitted or top-dose-only effect, or another doubt; inactive means no such curve, though single readings can be large; an effect the other way counts as inactive or inconclusive.
# Every second line gives: BRCT inh green	DNA Pol III inh	A350 fluor	15-hLO inh	GFP derepression	HBB splicing	Hsp90 Hop PPI	CRE-bla Fsk	BRCT inh red	Ub-GFP proteasome	4MU fluor
CCN(CC)CCCn1c(C)cc2c(c1=O)C(c1cc(OC)c(OC)cc1OC)C(C#N)=C(N)O2 (configuration not stated)
 : -2.3%	1%	1.6e-08M*	8%	8%	-1.4%	-2%	-4%	1.2%	-4%	1.3e-08M*
CCOC(=O)c1c(NC(=O)CSc2nc3cccnc3n2C)sc(C(C)=O)c1C
 : 2.0%	-4%	i	-13%	0%	-4.4%	-2%	?	-1.0%	5%	i
Nc1cc(N)nc(SCCOc2ccccc2)n1
 : 0.2%	1%	nt	8%	0%	-1.9%	-3%	5%	-1.8%	-3%	nt
CC(=O)c1ccc(NC(=O)CSC(C)C)cc1
 : -1.8%	-1%	nt	-7%	-4%	-1.1%	-1%	8%	0.4%	-7%	nt
CC1CCC(NC(=O)C2(C)CCC(=O)N2Cc2cccnc2)CC1 (configuration not stated)
 : -1.8%	-4%	nt	8%	nt	0.2%	-4%[2.3 µM]	6%	1.3%	-4%	nt
CCC(C)NC(=O)C1CC(c2ccc(OC)cc2)=NO1 (configuration not stated)
 : 0.6%	-4%	i	1%	-2%	-2.2%	6%	13%	-1.1%	13%	i
CCOc1ccc(OCC)c(NC(=O)CC2Oc3ccccc3NC2=O)c1 (configuration not stated)
 : -1.8%	-5%	nt	6%	nt	-1.1%	-4%[2.3 µM]	19%	-0.7%	-11%	nt
CCC(=O)N1CCN(c2ccccc2NC(=O)c2cccc(C)c2)CC1
 : -0.8%	-2%	3.8e-06M*	-5%	3%	6.1%	-2%	6%	-0.1%	-3%	3.2e-06M*
COC(=O)c1cnn2c(C)c(Cc3cccc(F)c3)c(C)nc12
 : 2.3%	-8%	nt	-2%	-3%	-0.4%	-1%	13µM*	0.3%	-6%	nt
Fc1ccc(-c2noc(C3CCN(Cc4cccnc4)CC3)n2)cc1
 : -1.3%	-6%	i	5%	0%	3.8%	-1%	?	1.3%	3%	i
COc1nc(N)nc(N2CCOCC2)n1
 : -1.8%	5%	?	5%	-2%	-1.8%	1%	?	0.5%	-10%	?
Fc1ccccc1COc1ccc(/C=N/n2cnnc2)cc1
 : -0.7%	2%	nt	12%	8%	-3.7%	-6%	9%	-2.6%	-1%	nt
COc1ccc(S(=O)(=O)Nc2ccc(F)c(Cl)c2)cc1OC
 : -0.7%	-2%	nt	-14%	-2%	-0.8%[9.22 µM]	3%	-9%	0.6%	-10%	nt
O=C(NCCc1ccccc1)C1CCN(S(=O)(=O)c2cccc3nonc23)CC1
 : 1.2%	-5%	i	3%	2%	-0.1%	-11%	-12%	0.9%	2%	i
O=c1c2[nH]c3ccccc3c2ncn1Cc1ccccn1
 : -0.3%	-2%	?	1%	0%	0.8%[1.84 µM]	-1%	10µM*	-0.7%	-7%	?
O=C(c1ccc(NS(=O)(=O)c2cccc3cccnc23)cc1)N1CCOCC1
 : -2.1%	-2%	i	9%	0%	3.2%	-4%	?	0.4%	0%	i
CCCCOc1ccc(Cl)cc1CSc1nnc(CC)n1N
 : -2.9%	-4%	?	0%	-3%	0.3%	-2%	2%	0.2%	1%	?
COCCNC(=O)C(OC(=O)CC1Sc2ccccc2NC1=O)c1ccncc1 (configuration not stated)
 : -0.2%	-2%	i	3%	-2%	nt	-2%	1%	-1.0%	-2%	i
CN=C1SC(CC(=O)Nc2sc3c(c2C#N)CCCC3)C(=O)N1C (configuration not stated)
 : 0.0%	-4%	i	-3%	0%	-0.4%[57.5 µM]	-3%	1%	0.1%	-2%	i
Cc1cccc(OCCCCc2c(C)n[nH]c2C)c1
 : -3.4%	-3%	nt	24%	0%	-1.3%	-3%	6%	0.3%	7%	nt
COc1cccc2cc(C(=O)N3CCN(C(=O)c4ccco4)CC3)c(=O)oc12
 : -0.5%	-4%	i	-4%	3%	-0.2%	?	-6%	-1.8%	9%	i
CCNc1ncc2nc(-c3cc(F)cc(F)c3)c(=O)n(C3CC3)c2n1
 : -0.6%	-8%	4.5e-08M*	-6%	-3%[9.22 µM]	0.4%	2%	?	1.0%	0%	4.2e-08M*
CN1CCc2c(sc(/N=C/c3ccco3)c2C(N)=O)C1
 : 1.6%	-5%	4.4e-07M*	-2%	-1%	1.8%[57.5 µM]	-13%	?	-1.7%	1%	3.4e-07M*
O=c1cc(CSc2ccc(Cl)cc2)nc(N2CCCCC2)[nH]1
 : -2.9%	-18%	i	7%	-2%	-0.5%[57.5 µM]	?	-7%	0.5%	2%	i
CC1CCCCN1C(=O)Cc1ccc(F)cc1 (configuration not stated)
 : -2.0%	-3%	i	7%	3%	0.0%	-2%	-1%	-1.7%	-2%	i
CC(=O)c1c(N)c(C#N)c(C)n1-c1ccc(Br)cc1
 : -2.1%	-1%	i	-13%	0%	0.8%[57.5 µM]	-6%	-9%	-2.1%	-2%	i
O=S(=O)(c1ccccc1)N1CCC2(CCN(Cc3ccncc3)CC2)CC1
 : -1.2%	-11%	i	8%	0%[9.22 µM]	3.2%	-5%	13%	-0.5%	-2%	i
Cn1c(SCC(=O)C(C)(C)C)nnc1-c1cccnc1
 : 0.7%	-1%	i	7%	-1%	2.7%	-3%	-24%	-0.1%	-1%	i
CCN1CCN(c2ncc(C(=O)Nc3ccccc3C(=O)OC)c3ccccc23)CC1
 : 1.3%	1%	1.2e-08M*	-7%	0%	-1.9%	2%	?	0.2%	4%	1.2e-08M*
CCc1ccccc1N(CC(=O)NCCSCc1ccco1)S(C)(=O)=O
 : 1.0%	-3%[11.4 µM]	nt	-7%[11.4 µM]	2%	1.1%[0.0738 µM]	-2%[11 µM]	?	-1.2%	5%[9.17 µM]	nt
CC(C)Sc1nnc(Cn2c(=O)sc3ccccc32)n1-c1ccccc1
 : 0.1%	-2%	nt	-1%	-4%	-1.0%	0%	-9%	0.5%	3%	nt
Cc1ccccc1OCCCN1CCCC1
 : -1.3%	2%	nt	3%	0%	-1.7%	-2%	-7%	0.4%	11%	nt
Cc1cccc(-c2nnc3sc(-c4ccccc4)nn23)c1
 : -1.6%	-8%	i	5%	6%	-0.2%[57.5 µM]	-2%	?	0.5%	6%	i
Cc1ccc(-c2nc3nc4ccccc4nc3n2Cc2ccco2)cc1
 : 1.6%	-2%	5.5e-07M*	?	0%	3.2%[57.5 µM]	-1%	20%	-1.5%	3%	4e-07M*
Cc1nnc(NC(=O)c2ccc3c(c2)C(=O)N(CC2CCCO2)C3=O)s1 (configuration not stated)
 : 0.0%	-3%	i	-1%	6%	-1.3%	-3%	-6%	-1.8%	4%	i
CCn1c(C)nc2cc(C(=O)OC(C(F)(F)C(F)F)C(F)(F)C(F)F)ccc21
 : 2.7%	-1%	i	-1%	-1%	-0.5%[57.5 µM]	2%	8%	-0.5%	5%	i
CC(C)CN1CCC2(CC1)CCN(C(=O)c1cccc(F)c1)CC2
 : -4.9%	-6%	i	3%	5%[9.22 µM]	0.1%	-2%	-2%	-1.3%	-1%	i
COc1ccc2[nH]c(=O)c(CN(CC3CCCO3)C(=O)Nc3ccc(F)cc3)cc2c1 (configuration not stated)
 : -1.9%	6%	1.2e-07M*	-11%	-3%	1.3%	0%	18%	-1.7%	6%	1e-07M*
O=C(Nc1ccccc1Cl)c1c(F)c(F)c(F)c(F)c1F
 : -1.0%	0%	i	6%	12%	1.7%	0%	?	1.0%	4%	i
COc1ccccc1CNC(=O)Cn1nnc(-c2ccncc2)n1
 : -0.8%	-8%	i	4%	-2%	nt	-3%	-8%	-0.5%	7%	i
CC(=O)NC1CSCC1OC(C)=O (configuration not stated)
 : -1.4%	0%	nt	2%	2%	-3.7%	-1%	0%	-0.3%	-5%	nt
CC(=O)OC(C)C[N+](C)(C)C (configuration not stated)
 : -0.1%[3.08 µM]	nt	5.7e-07M*	4%	2%[20.6 µM]	nt	nt	nt	-1.7%	nt	5e-07M*
O=C1N=C(N2CCOCC2)S/C1=C1\C(=O)N(Cc2ccccc2)c2ccccc21
 : -0.3%	-9%	nt	6%	0%	-0.4%[9.22 µM]	0%	10%	0.5%	-16%	nt
